# MEKK2 WT-MEK5 – raises or lowers MEK5 binding to wildtype human MEKK2 PB1 domain | Q9Y2U5 | binding response (% of control), % at 10 µM | AID 1531 | bead flow cytometry, Alexa488-MEK5 binding to MEKK2 WT; actives lie on both sides | 290,000 tested, 1.1% active; in the data active means binding response below about 67% or above about 130%; inconclusive means no clear call, values can overlap the other calls; inactive means in between
# NALP1 inh – NALP1 inhibition. 280,000 tested, 0.61% active. S. cerevisiae NALP1/ASC/caspase-1 growth, X-gal OD620, 72 h. inhibition, % at 10 µM; in the data active means inhibition mostly above about 24%, no sharp cut-off; inactive means mostly below about 32%; further: some compounds called inactive have numbers as strong as hits
# IMP-1 inh – inhibitors of Pseudomonas aeruginosa IMP-1 metallo-beta-lactamase. inhibition, % at 5.6 µM. purified IMP-1, nitrocefin hydrolysis, epi-absorbance fluorescence. 290,000 tested, 0.45% active;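 active means inhibition above the mean plus 3 SD of all compounds in the same screening run, cut at about 4.5% in these data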;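 further: 0% = IMP-1 with DMSO and 100% = DMSO wells lacking enzyme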
#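 Test system: recombinant IMP-1 enzyme, purified / Medium: HEPES buffer pH 7.1 with ZnSO4 and Brij 35 / Doses: single dose, 5.6 µM / Times: 25 °C, 15 min preincubation, 25 min reaction / Detection: Epi-absorbance via hydrolysed-nitrocefin quenching of white-plate fluorescence, 480/530 nm, EDTA stop / Evaluation: percent inhibition from optical density relative to buffer-blank wells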
# NS3 helicase inh – HCV NS3 helicase inhibition; NS3 helicase DNA unwinding, Cy5 molecular beacon fluorescence; inhibition, % at 10.9 µM; 290,000 tested, 0.56% active;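 active means inhibition above the mean of all tested compounds plus 3 SD, set per campaign, cut at about 35% in these data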;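 further: 0% = DMSO wells and 100% = thioflavine S control wells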
#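 Assay system: hepatitis C virus NS3 helicase domain fragment enzyme. Also added: annealed dual-labelled DNA beacon duplex, ATP-started. Timing: 1 h reaction at 25 °C, ATP-initiated. Technique: Cy5 fluorescence at 0 and 60 min, beacon hairpin quenching. Evaluation: % inhibition of unwinding. Replication: one well per compound.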
# MEKK2 mut-MEK5 – signal of MEK5 binding to mutant human MEKK2 PB1 domain | bead flow cytometry, Alexa488-MEK5 binding to MEKK2 mutant | percent response, % at 10 µM | 290,000 tested, 0.35% active | AID 1530; in the data active means percent response above about 24%, passing the limit was not always enough; further: inactives centre near 1; some results filed as inactive read as strong as hits
# UBC9 SUMO inh – blocks human SUMOylation mediated by UBC9; P63279; HTRF SUMOylation assay, SAE1/SAE2 + UBC9, in vitro; inhibition, % at 35 µM; 290,000 tested, 0.36% active; AID 2006; in the data active means inhibition above about 50%, passing the limit was not always enough; inconclusive means no clear call, values can overlap the other calls; further: strong numbers were not always called active
# Target sequence (P63279 whole entry, looked up): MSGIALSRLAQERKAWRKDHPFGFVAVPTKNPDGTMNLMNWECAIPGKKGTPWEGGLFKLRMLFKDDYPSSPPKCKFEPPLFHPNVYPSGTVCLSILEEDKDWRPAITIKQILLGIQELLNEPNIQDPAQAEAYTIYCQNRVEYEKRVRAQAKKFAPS
# DNA FID counter – displaces DNA intercalator in HCV helicase counter-screen; DNA fluorescent intercalator displacement, fluorescence; inhibition, % at 7.9 µM; 290,000 tested, 0.17% active; in the data active means inhibition above about 37%;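 further: 0% = vehicle and 100% = reference compound; higher means more ethidium bromide displaced from hairpin DNA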
# PfM18AAP inh – PfM18AAP enzyme inhibition; recombinant PfM18AAP, H-Glu-NHMec fluorogenic cleavage; 290,000 tested, 1.2% active; inhibition, % at 7.35 µM;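 active means inhibition above the campaign mean inhibition over all tested compounds plus 3 SD, cut at about 28% in these data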;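 further: 0% = plate median of test compound wells and 100% = 2 mM ZnCl2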
# VIM-2 inhibitor – blocks Pseudomonas aeruginosa VIM-2 metallo-beta-lactamase. 290,000 tested, 0.89% active. inhibition, % at 5.6 µM. purified VIM-2, nitrocefin hydrolysis, epi-absorbance fluorescence;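 active means inhibition above the mean of all tested compounds plus 3 SD, cutoff set per screening run, cut at about 7.5% in these data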;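 further: red hydrolysis product quenches plate fluorescence so inhibitors raise well fluorescence; 0% = enzyme with DMSO and 100% = DMSO without enzyme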
# The depositor's hits bear a star; ? = inconclusive; / = no result given. Outcome played no part in choosing rows (roughly 4.7% active in at least one column).
SMILES,MEKK2 WT-MEK5,NALP1 inh,IMP-1 inh,NS3 helicase inh,MEKK2 mut-MEK5,UBC9 SUMO inh,DNA FID counter,PfM18AAP inh,VIM-2 inhibitor
COc1ccc(NC(=O)CSc2ccc3c(c2)OCCO3)cc1OC,104,8,-1.6,0,17,10,-5,0,-2.0
COc1cccc(-c2cc(C(=O)Nc3c(C)nn(Cc4ccccc4C)c3C)no2)c1,105,12,-1.5,7,5,1,-8,1,-2.3
CCOC(=O)c1c(NC(=O)C2C3CCC(O3)C2C(=O)O)sc(C)c1-c1ccc(C)cc1 (centres undefined),94,-2,-1.6,11,4,21,-40,-1,-1.2
O=C(CSc1ncnc2sccc12)Nc1ccccc1,94,-13,-2.5,2,-3,14,0,7,-3.7
COc1ccc(N2CCN(c3c(S(=O)(=O)c4ccccc4)cnc4ccc(OC)cc34)CC2)cc1,102,34,-2.9,-15,-3,-8,-19,-4,0.2
Cn1c(=O)n(Cc2ccccc2)c(=O)c2c1nc1n2CCCN1CCc1ccccc1,106,-4,-0.4,-11,3,3,-18,-9,-1.4
Cc1ccc(-n2c(C)cc(/C=N/NC(=O)c3ccncc3)c2C)c(C)c1,112,0,0.9,4,5,-2,-2,11,0.8
COc1ccc(-c2cc([C@H]3[C@H]4C=CC[C@@H](C)[C@@H]4C(=O)N3Cc3ccccc3)ccc2F)cc1OC,98,11,/,/,-1,-21,/,/,/
O=C(COc1ccccc1)N(CCc1ccccc1)c1nc(-c2ccc(F)cc2)cs1,/,5,-1.6,-1,/,-4,-3,2,-0.1
COc1ccc(NC(=S)NC(=O)C2CCC2)cc1,98,12,1.3,-3,3,-4,-12,6,2.8
CC1(C)CC=C(NNC(=O)c2cccnc2)C(=O)C1,94,-5,-0.8,-5,-2,18,0,12,0.3
CN1CCN(NC(=O)c2cn(-c3ccccc3)nc2-c2ccc(OC(F)F)cc2)CC1,104,3,2.0,-46,-3,2,18,-8,1.0

# An excerpt of these results, tab-delimited.
smiles	MEKK2 WT-MEK5	NALP1 inh	IMP-1 inh	NS3 helicase inh	MEKK2 mut-MEK5	UBC9 SUMO inh	DNA FID counter	PfM18AAP inh	VIM-2 inhibitor
COc1ccc(NC(=O)CSc2ccc3c(c2)OCCO3)cc1OC	104	8	-1.6	0	17	10	-5	0	-2.0
COc1cccc(-c2cc(C(=O)Nc3c(C)nn(Cc4ccccc4C)c3C)no2)c1	105	12	-1.5	7	5	1	-8	1	-2.3
CCOC(=O)c1c(NC(=O)C2C3CCC(O3)C2C(=O)O)sc(C)c1-c1ccc(C)cc1 (centres undefined)	94	-2	-1.6	11	4	21	-40	-1	-1.2

# An excerpt from above in order of formula weight, lowest first:
SMILES,MEKK2 WT-MEK5,NALP1 inh,IMP-1 inh,NS3 helicase inh,MEKK2 mut-MEK5,UBC9 SUMO inh,DNA FID counter,PfM18AAP inh,VIM-2 inhibitor
Cc1ccc(-n2c(C)cc(/C=N/NC(=O)c3ccncc3)c2C)c(C)c1,112,0,0.9,4,5,-2,-2,11,0.8
COc1cccc(-c2cc(C(=O)Nc3c(C)nn(Cc4ccccc4C)c3C)no2)c1,105,12,-1.5,7,5,1,-8,1,-2.3
COc1ccc(N2CCN(c3c(S(=O)(=O)c4ccccc4)cnc4ccc(OC)cc34)CC2)cc1,102,34,-2.9,-15,-3,-8,-19,-4,0.2

# The listing continues.
SMILES,MEKK2 WT-MEK5,NALP1 inh,IMP-1 inh,NS3 helicase inh,MEKK2 mut-MEK5,UBC9 SUMO inh,DNA FID counter,PfM18AAP inh,VIM-2 inhibitor
CC(NC(=O)C1CCC(C(=O)NC(C)c2ccccc2)CC1)c1ccccc1 (centres undefined),108,3,-1.4,5,4,13,-9,-6,-1.6
CC(=O)OC(C)(C)C1Cc2cc3ccc(=O)oc3cc2O1 (centres undefined),104,21,-2.9,7,6,-3,-7,-4,-3.0
CC(C)(C)OC(=O)NNC(=S)NCc1ccc(Cl)cc1,107,2,-4.0,0,8,6,-6,7,-2.9
O=C(N/N=C/c1ccncc1)c1cccc([N+](=O)[O-])c1,103,16,-3.9,-3,0,-14,0,-3,-1.6
Cc1ccc(CNS(=O)(=O)c2ccc(C(C)(C)C)cc2)n1C,99,16,-1.3,2,0,-3,-3,-2,-6.0
C=CCn1c(SCc2nc3ccccc3[nH]2)nnc1-c1cccc(OC)c1,106,4,-2.0,-6,5,13,-18,-4,-3.4
CCN(Cc1ccncc1)C(=O)C1CCC(=O)N(Cc2ccc(Cl)cc2)C1 (centres undefined),109,20,-0.5,5,6,40,-16,-14,-0.3
Cc1c(O)ccc2c3c(c(=O)oc12)CCC(C)C3 (centres undefined),99,/,-3.3,3,3,27,-5,2,0.3
C=CCN(C(=O)CCC(=O)O)C1CC(=O)N(c2ccc(OCCC)cc2)C1=O (centres undefined),102,20,-3.0,6,1,26,-10,-11,-1.7
Cn1c(=O)[nH]c(=O)c2c1nc(Br)n2Cc1ccccc1Cl,81,4,-0.5,3,-12,22,0,-3,1.6
Cc1[nH]c(=O)[nH]c(=O)c1S(=O)(=O)N1CCCC(C(=O)NCc2ccc3c(c2)OCO3)C1 (centres undefined),103,15,-2.8,-7,5,12,-3,-6,-3.4
O=C(Nc1c(Cl)cc(Cl)cc1-c1nc2ccccc2s1)c1ccc(Br)o1,94,9,-0.8,-2,4,?,3,-6,-1.3
O=C(NCCSc1c(-c2ccccc2)[nH]c2ccccc12)c1cc2ccccc2oc1=O,95,20,-2.6,-4,3,-21,-5,-10,-4.4
CNC(=O)c1ccc(NC(=O)C2CCN(c3ncnc4sc(C)c(C)c34)CC2)cc1,102,-4,-2.9,-7,5,-5,-50,0,0.8
Cc1cc(C)c2nc(-c3ccccn3)cc(C(=O)Nc3ccc(S(=O)(=O)Nc4cc(C)on4)cc3)c2c1,99,27,-0.3,23,-3,16,-14,-4,-1.7
CCN(CC)CCN1C(=O)C2C(C(=O)Nc3ccc(Br)cc3)C3C=CC2(O3)C1C(=O)NC1CCCCC1 (centres undefined),106,10,-0.8,-6,-1,-4,2,-10,-0.9
CCOc1ccc(C)cc1S(=O)(=O)n1ccnc1,105,-16,-3.9,4,5,-9,1,-11,0.3
C/C(CC(=O)Nc1ccc2c(c1)OCO2)=N\NC(=O)OC(C)(C)C,90,10,1.0,-9,-7,5,-2,1,-1.2
CN1C(=O)/C(=C2\SC(=S)N(NC(=O)c3cccnc3)C2=O)c2ccccc21,102,11,-0.4,-4,2,11,0,10,0.0
Cc1cccc2sc(NC(=O)c3cccc(S(=O)(=O)N4CCc5ccccc54)c3)nc12,110,46,-0.6,9,2,5,-2,-4,0.7
Cc1c(C=O)c2ccccc2n1CC(=O)NCc1ccccc1,87,21,0.0,-8,-12,2,5,-11,-0.2
CCOC(=O)Cc1csc(NC(=O)c2cc(=O)c3ccccc3o2)n1,95,-13,0.1,2,-3,8,-5,5,0.0
COc1ccc(C(=O)N/N=C/c2ccc(OC(=O)c3ccccc3)cc2)cc1,96,8,-3.2,0,1,14,-3,-9,-2.3
COc1ccc(/C=C2\CCCC3C2=NC(=S)NC3c2ccc(OC)cc2)cc1 (centres undefined),91,9,0.9,-11,-4,23,-9,10,-4.0
COc1ccc(-c2cc(-c3ccc(OC)c(OC)c3)n[nH]2)c(O)c1,100,34,-2.6,-15,0,7,-15,2,-3.2
O=C(NCCC1=CCCCC1)C1CCN(S(=O)(=O)N2CCOCC2)CC1,104,-3,-3.7,7,4,17,-11,-7,-1.2
COc1cccc(C2SCC(=O)N2c2ccc(C)cc2)c1OC (centres undefined),99,16,-0.5,1,-1,-13,-11,2,-4.1
Cc1ccc(N2CCN(C(=O)c3ccccc3NC(=O)C3CC=CCC3C(=O)O)CC2)cc1 (centres undefined),104,-4,-3.5,-1,9,12,-22,-6,-2.3
COC(=O)CSc1nc(N)c(C#N)c(-c2ccc(O)cc2)c1C#N,106,-5,-1.4,-4,-6,37,-2,7,18*
CCN(CC)CCn1c2ccccc2c2cnc(N)c(C#N)c21,112,5,-1.5,18,10,34,50*,-2,-1.1
Cc1ccc(S(=O)(=O)N2CCOCC2)cc1NC(=O)COC(=O)c1cccnc1Cl,102,21,-2.3,18,-2,10,-1,1,-2.3
Cc1cccc(C)c1NC1=NC2(CCCCC2)N=C(N)N1,95,-3,-3.2,-8,-6,12,0,-3,-3.2
CSCC[C@H](NC(=O)OC(C)(C)C)C(=O)NCC1CCC(C(=O)O)CC1 (some centres undefined),106,-6,-1.5,9,5,-2,-2,-4,-1.5
COc1ccc(CCC(=O)NNC(=S)Nc2cccc(C(C)=O)c2)cc1,96,-17,-3.4,-12,-6,-37,-9,-5,3.8
Cc1cc(C)cc(OCC(=O)OCCN2C(=O)c3ccccc3C2=O)c1,102,4,2.6,4,4,14,-14,-1,-0.7
COc1ccc(C(=O)Nc2ccnc(-c3cccnc3)n2)cc1,101,24,-5.4,-2,-1,20,-19,1,-3.0
COC(=O)Cc1cc(=O)n(-c2ccccc2)[nH]1,94,1,-4.3,22,-4,3,-22,10,-2.6
CCOc1ccc(C(=O)n2cc(C(=O)OC)c3ccccc32)cc1,105,-1,-5.1,-4,2,-8,-20,-2,0.1
CCOC(=O)c1[nH]cnc1C(=O)Nc1cccc(Cl)c1,89,28,-0.1,-8,-7,10,-6,-5,-0.8
CCCN(CCC)S(=O)(=O)c1ccc(C(=O)N2CCN(C)CC2)cc1,110,10,-3.9,-1,10,6,1,-9,-1.5
COc1ccc(C(=O)NCC(=O)OCC(=O)c2ccc3c(c2)NC(=O)CO3)cc1,103,-1,-2.8,0,-2,-16,-8,-11,-2.0
C/C(=N\OCC(=O)N/N=C/c1ccccc1)c1cccs1,94,10,-3.1,-11,-2,18,-9,1,-0.3
CC1=NN(c2cccc(F)c2)C(=O)/C1=C/c1ccc(N(C)C)cc1,99,16,-4.6,14,1,4,-3,6,-3.8
Cc1ccc2nc(SCC(=O)Nc3c(C)n(C)n(-c4ccccc4)c3=O)[nH]c2c1,/,1,-2.8,-5,/,6,-12,8,-1.5
Cc1ccc(NC(=O)CSc2nc3sc(C)cc3c(=O)n2C)cc1,103,8,-3.7,0,5,12,-29,4,-1.1
CCN(CC)CCSc1nc(O)c(-c2ccccc2)c(=O)[nH]1,92,-2,-2.4,5,-6,5,-2,-12,-1.1
COc1ccccc1C(CC(=O)O)c1ccc2c(c1)OCO2 (centres undefined),109,-11,-2.9,3,17,1,-5,1,-1.9
O=C(/C=C/Nc1ccccc1Oc1ccccc1)c1ccco1,106,2,-0.7,6,9,5,-17,7,4.5
Cc1cc(C(=O)NCc2ccco2)cs1,97,11,-2.2,4,5,16,-4,5,-4.3
CCOC(=O)C1CCN(C(=O)CCc2ccc(S(=O)(=O)NC(C)C)cc2)CC1,109,11,-2.0,-1,2,-7,-30,0,-1.2
COCCCn1cnc2c(c1=O)c1nc3ccccc3nc1n2-c1ccc(C)cc1,97,24,0.4,-3,-9,0,-5,0,2.8
COc1cc2c(cc1OC)C(COc1ccccc1OC)N(C(=O)c1ccco1)CC2 (centres undefined),101,11,-2.8,-3,-1,-1,-26,-10,-2.2
CC(C)c1ccccc1OCC(O)CN(CC(O)COc1cccc2ccccc12)C(C)C (centres undefined),181*,14,-0.6,-71,23,-16,22,-10,-2.0
C=C(C)CN1CCN(c2ccc(N3C(=O)CCCC3=O)cc2[N+](=O)[O-])CC1,88,2,-0.7,-7,-10,6,13,6,-1.6
